Screening data: PubChem, several laboratories
Pemphigus Ab inh: inhibitors of pemphigus antibody binding to DSG3, primary screen, biochemical, bead-based, flow cytometry, scFv-GFP. DSG3-coupled beads, scFv-anti-DSG3-GFP binding; stronger effect = lower value. Desmoglein-3 (Homo sapiens), P32926. AID 588358, 2011. hit rate 0.48% among 310,000. binding (percent of control), % at 10 µM;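 active = binding more than 3 SD below its plate's average and above zero; inconclusive = below that plate limit but binding exactly zero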; also: some compounds called inactive have numbers as strong as hits
Arr AP2 block: inhibitors of beta-arrestin/AP2 binding, primary screen, biochemical, GPCR trafficking, flow cytometry | FITC-arrestin peptide / GST-AP2 beads; AP2 beta2 appendage carries R879A mutation | beta-arrestin 1 C-terminal peptide binding to AP2 beta2-adaptin appendage (human) | AID 504490, 2011 | hit rate 0.31% among 340,000 | inhibition, % at 10 µM;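 active = inhibition above a set limit, near 3 SD of compounds lacking own fluorescence, cut at about 54% in these data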;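 also: plate controls were DMSO wells for no effect and 5 µM unlabelled arrestin peptide for full effect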
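Measured by: flow cytometry, FL1 (488/535 nm); Material: AP2 appendage R879A on GSH beads; Evaluation: percent response; Timing: pre-incubation 12 min, peptide binding 1 h, room temperature; Also added: 50 nM FITC-arrestin peptide; Medium: PBS with 0.05% Tween 20 and 0.1% BSA.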
dFosB act: activators of delta FosB homodimer, primary screen, biochemical, fluorescence polarization, TAMRA-CDK5 oligo, single point; Protein FosB (Mus musculus), P13346; purified delta FosB; percent of positive-control signal above neutral wells; activation, % at 25 µM; hit rate 0.99% among 340,000; AID 493131, 2011;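 active = mean activation above about 17%, with every replicate also reaching it, limit read from the data, passing the limit was not always enough; inconclusive = only one of the two conditions met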;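 also: fluorescence polarization rise as delta FosB binds a TAMRA Cdk5 AP-1 oligo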
PKA-R1A activ: activators of PKA-R1A holoenzyme, primary screen, biochemical, fluorescence polarization, Cy5-IP20, bovine R1A, mouse PKAc | PKA-R1A dissociation; scaled: DMSO 0%, 113 µM cGMP 100% | activation, % at 11.4 µM | hit rate 0.083% among 340,000;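 active = percent activation above the mean of all tested compounds plus 3 SD, cut at about 19% in these data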;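 also: higher means more PKAc released from R1A so a rise in polarization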
SR-BI DiI inh: inhibitors of SR-BI mediated HDL lipid uptake, primary screen, ldlA[mSR-BI] cells, fluorescence, single point; inhibition, % at 12.5 µM; ldlA[mSR-BI] CHO cells, DiI-HDL uptake fluorescence, 3 h; hit rate 0.96% among 320,000; Scavenger receptor class B member 1 (Mus musculus), Q61009;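 active = mean replicate inhibition of at least 70% and a set share of replicates each scoring 70 or more; inconclusive = meets just one of the two criteria; inactive = fails both criteria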;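 also: 0% = median of neutral control wells and 100% = median of positive control wells; values of inactives mirror those of a sister screen read the other way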
Mot1-301 SUMO: yeast Mot1-301 growth rescue at high temperature, primary screen, SUMOylation pathway inhibitor project, S. cerevisiae, ATP luminescence, 38.5C. growth rescue, % at 18.8 µM. S. cerevisiae Mot1-301 growth rescue; percent above DMSO median, 100 means doubled. hit rate 1% among 320,000;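 active = every valid replicate shows activation above 250% relative to neutral control wells; inactive = the rest, any valid replicate at or below 250%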;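 also: OY570 slx delta 5 strain wells were the positive control but not used for scaling; some compounds called inactive have numbers as strong as hits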
SR-BI uptake up: activators of SR-BI mediated DiI-HDL uptake, primary screen, ldlA[mSR-BI] CHO cells, DiI fluorescence; activation, % at 12.5 µM; 3 h; 100 = double the neutral-control signal; hit rate 0.096% among 320,000; AID 504775, 2011;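 active = mean replicate activation of at least 60% and every replicate at or above 60%; inconclusive = mean or all-replicate condition met, but not both; inactive = mean below 60% and not all replicates reaching 60%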;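 also: 0% = median plate neutral-control signal and 100% = twice that signal; values of inactives mirror those of a sister screen read the other way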
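Material: SR-BI-overexpressing, LDLR-lacking CHO cells; schedule: compound exposure 3 h, 37 °C; reagent: DiI-labelled HDL at 10 µg/mL final; technique: bottom-read fluorescence, 550/595 nm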
PKA-R2B act: activators of PKA-R2B holoenzyme, primary screen, biochemical, fluorescence polarization, Cy5-IP20, human; cAMP-dependent protein kinase catalytic subunit beta (Homo sapiens) + cAMP-dependent …; PKA-R2B holoenzyme dissociation; R2B truncated from residue 108, S112A mutant; 0% DMSO only, 100% 113 µM cGMP; activation, % at 11.4 µM; hit rate 0.079% among 340,000; AID 504700, 2011;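 active = activation above a cutoff set at the mean over all compounds plus 3 SD, cut at about 18% in these data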;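 also: higher means more holoenzyme dissociation and a rise in polarization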
NSD2 HMT inh: NSD2 histone methyltransferase inhibitors, primary screen, biochemical, AlphaScreen, single concentration, set 2 | Histone-lysine N-methyltransferase NSD2 (Homo sapiens), O96028 | NSD2 peptide methylation, 120 min | inhibition, % at 12.5 µM | hit rate 0.54% among 310,000; in the data active = inhibition above about 50%
Target sequence (O96028 whole entry, looked up): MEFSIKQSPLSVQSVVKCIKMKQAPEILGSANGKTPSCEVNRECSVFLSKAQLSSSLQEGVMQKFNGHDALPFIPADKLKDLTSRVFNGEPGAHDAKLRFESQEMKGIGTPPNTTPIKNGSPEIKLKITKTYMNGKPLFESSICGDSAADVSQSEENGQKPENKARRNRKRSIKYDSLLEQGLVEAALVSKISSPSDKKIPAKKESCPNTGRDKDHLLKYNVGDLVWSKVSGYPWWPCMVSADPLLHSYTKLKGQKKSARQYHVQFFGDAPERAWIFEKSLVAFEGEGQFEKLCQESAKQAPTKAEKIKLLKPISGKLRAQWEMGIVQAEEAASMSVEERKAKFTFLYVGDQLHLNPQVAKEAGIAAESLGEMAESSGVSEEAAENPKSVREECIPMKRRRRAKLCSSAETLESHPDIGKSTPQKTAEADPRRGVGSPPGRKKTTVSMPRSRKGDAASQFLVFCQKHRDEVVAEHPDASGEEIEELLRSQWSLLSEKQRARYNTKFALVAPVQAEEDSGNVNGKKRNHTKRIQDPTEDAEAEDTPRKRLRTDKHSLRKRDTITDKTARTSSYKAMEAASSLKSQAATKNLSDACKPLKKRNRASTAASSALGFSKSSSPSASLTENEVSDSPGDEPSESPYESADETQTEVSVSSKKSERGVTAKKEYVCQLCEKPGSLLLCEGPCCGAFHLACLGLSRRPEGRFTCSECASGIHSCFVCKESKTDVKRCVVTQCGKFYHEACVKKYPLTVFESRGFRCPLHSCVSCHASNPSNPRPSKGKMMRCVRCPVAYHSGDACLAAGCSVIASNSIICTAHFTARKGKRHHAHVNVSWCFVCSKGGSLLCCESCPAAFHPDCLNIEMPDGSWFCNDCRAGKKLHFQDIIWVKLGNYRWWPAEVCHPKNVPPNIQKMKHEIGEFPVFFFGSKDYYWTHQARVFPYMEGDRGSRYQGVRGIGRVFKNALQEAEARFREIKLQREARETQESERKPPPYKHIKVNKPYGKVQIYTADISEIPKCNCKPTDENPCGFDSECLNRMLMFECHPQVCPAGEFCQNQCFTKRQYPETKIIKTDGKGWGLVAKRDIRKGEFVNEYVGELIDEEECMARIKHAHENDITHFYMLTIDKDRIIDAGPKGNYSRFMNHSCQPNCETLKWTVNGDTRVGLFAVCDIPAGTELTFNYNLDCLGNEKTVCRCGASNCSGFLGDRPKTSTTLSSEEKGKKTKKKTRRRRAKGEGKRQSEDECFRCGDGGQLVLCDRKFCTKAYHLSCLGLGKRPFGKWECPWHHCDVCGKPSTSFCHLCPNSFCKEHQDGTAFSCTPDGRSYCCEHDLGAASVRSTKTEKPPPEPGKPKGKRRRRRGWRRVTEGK
MITF TRPM1 HTS: activators of MITF-driven TRPM1 promoter reporter, primary screen, cell-based, SK-MEL-5, luciferase, single point; SK-MEL-5 TRPM1-promoter luciferase, 24 h; % of positive control, neutral wells = 0; activation, % at 12.5 µM; hit rate 0.75% among 300,000; AID 588334, 2011;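 active = mean activation of at least 80% with every replicate also reaching 80%; inconclusive = mean reaches 80% but some replicate falls short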;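 also: 0% = neutral control wells and 100% = parthenolide positive control wells; values of inactives mirror those of a sister screen read the other way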
CDK5 inh: inhibitors of human CDK5/p35 kinase, primary screen, biochemical, single concentration. Cyclin-dependent kinase 5 (Homo sapiens) + Cyclin-dependent kinase 5 activator 1 (Homo …. Recombinant CDK5/p35, ADP-Glo luminescence, 60 min. inhibition, % at 10 µM. hit rate 0.01% among 330,000;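 active = highest replicate inhibition of at least 50% and at least 75% of replicates reaching 50%; inconclusive = only one of the two criteria met; inactive = both criteria failed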;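 also: plate controls were DMSO neutral control for no effect and GW8510 at 10 µM for full effect; many of its hits are not listed in these tables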
* marks the source's active call; other numbers are inactive results; ? = inconclusive; / = not tested or not shown.

SMILES	Pemphigus Ab inh	Arr AP2 block	dFosB act	PKA-R1A activ	SR-BI DiI inh	Mot1-301 SUMO	SR-BI uptake up	PKA-R2B act	NSD2 HMT inh	MITF TRPM1 HTS	CDK5 inh
c1ccc2c(c1)ccc1nnc(-c3ccc4c(c3)OCO4)n12	134	3	-4	-14	5	/	-5	0	3	-14	-7.1
Cc1cc(=O)oc2cc(NC(=O)CCOc3ccccc3)ccc12	119	-13	21*	-5	/	10	/	3	0	53	-3.3
COc1ccc(NC(=O)/C(C#N)=C/c2cc(C)n(-c3ccc(N4CCOCC4)c([N+](=O)[O-])c3)c2C)cc1	96	1	2	-18	53	-13	-53	-2	8	-40	0.4
Cc1ccc(C(=O)N2CCN(S(=O)(=O)N3CCCCC3)CC2)cc1	104	28	2	7	-10	-9	10	4	4	-2	2.4
C/C(=N/NC(=O)CNC(=O)COc1cccc(C)c1)c1ccc(Cl)cc1	95	-2	1	8	-5	-16	5	3	-1	1	1.4
O=C(CSC1=NCCS1)Nc1ccc(S(=O)(=O)NC2CCCCC2)cc1	101	19	-16	-11	5	-17	-5	2	-2	-1	-0.6
CCOC(=O)c1cccc(NS(=O)(=O)c2ccc(NC(C)=O)cc2)c1	102	-3	-3	-9	9	-6	-9	-5	-1	/	-5.5
CSc1nncc(/C(C)=N\Nc2ccccc2C)n1	106	10	-4	-3	?	375	-72	1	0	1	0.4
Cc1nccc(-c2cccc(N/N=C(\C#N)C(=O)c3ccccc3)c2)n1	121	-7	-2	-10	19	15	-19	-21	6	/	0.1
CCn1cc(C(=O)N[C@H](C)c2ccccc2)c(=O)c2cc(F)c(N3CCN(C)CC3)cc21	110	16	-11	-8	-32	815*	32	-11	5	-11	0.4
CCN(C1CCCCC1)S(=O)(=O)c1ccc(-n2cnnn2)c(C)c1	100	7	-6	-4	6	1	-6	-8	/	2	-0.2
CN[C@H](CC(=O)O)C(=O)O	107	5	2	-7	-10	307*	10	5	/	-10	1.2
Cc1cccc(OC(=O)c2cccnc2)c1	94	-4	6	-4	-15	-6	15	4	-3	/	0.9
O=C(NCC1COc2ccccc2O1)c1ccc(Cl)cc1 (configuration not stated)	/	0	-5	11	-13	10	13	-5	-4	/	-1.4
COc1ccc(Oc2c(-c3ccc(O)cc3O)n[nH]c2C)cc1	106	-1	-8	-5	-15	132	15	-13	14	/	0.5
COCCN(C(=O)C1CCCC1)c1c(N)n(Cc2ccccc2)c(=O)[nH]c1=O	108	12	0	1	-19	1	19	0	/	-9	-0.4
COc1ccc(C(=O)N2CCc3cc(OC)c(OC)cc3C2c2ccc(OC)c(OC)c2)cc1 (configuration not stated)	108	28	-11	0	6	181	-6	2	5	-7	0.4
O=C(O)CCCC(=O)Nc1ccc(Cl)c(Cl)c1	105	-1	-6	-6	-10	-10	10	2	/	9	0.3
CN(CCC#N)C(=O)COC(=O)c1ccc(Cl)c(S(N)(=O)=O)c1	/	0	5	-9	/	3	/	15	-1	/	0.1
Cc1cc(C(=O)N2CCOCC2)c(C)o1	112	1	0	2	-16	135	16	-8	2	-3	-0.1
CN1CCN(c2ccc(-c3cccc(NC(=O)COc4ccc(Cl)cc4)c3)nn2)CC1	100	-4	-9	0	41	-4	-41	1	-1	67	3.1
CCC(=O)Nc1nc(C)c(-c2csc(Nc3cccc(O)c3)n2)s1	97	7	-13	-7	51	-18	-51	-9	-1	-11	0.8
CCOC(=O)c1cc(-c2cccs2)nc2onc(C)c12	91	8	-2	7	16	453	-16	7	2	4	-2.0
CCCc1nc2ccccc2c(C(=O)OC(C)C(=O)NCc2ccc3c(c2)OCO3)c1CC (configuration not stated)	100	3	-4	1	25	-8	-25	3	-1	4	-0.4
O=[N+]([O-])c1ccc(NCc2ccncc2)cc1	117	-3	-4	-16	-3	-3	3	-1	0	-2	-0.7
Cc1cccc(C)c1OCCCn1ccnc1	106	-2	-5	7	-11	-4	11	-8	-1	-15	-0.7
O=C1S/C(=C\c2ccc(N3CCOCC3)o2)C(=O)N1c1ccccc1	198	10	-22	10	49	-22	-49	6	-3	61	2.2
Cc1cc(C)cc(NC(=O)COC(=O)c2n[nH]c3ccccc23)c1	115	6	2	-5	-1	-21	1	-13	21	28	0.9
COc1ccc(OC)c(C2Nc3c(Cl)ccc(C(=O)O)c3C3C=CCC32)c1 (configuration not stated)	98	13	0	-4	-19	-8	19	-9	24	2	0.7
O=C(NCc1cccnc1)C1CCCN(S(=O)(=O)c2ccccc2)C1 (configuration not stated)	99	1	0	-8	-3	-3	3	-7	0	12	-2.4
CCOC(=O)c1nc(N)c(=O)n(-c2ccc(C)cc2)n1	101	-5	8	-4	12	-5	-12	2	0	/	0.3
COc1ccc(Cl)cc1S(=O)(=O)n1cnc2ccccc21	100	0	8	-1	-13	-11	13	7	-1	4	0.1
CCOC(=O)C1CCCN(C(=O)COc2ccc(N(C)S(=O)(=O)c3ccc(F)cc3)cc2)C1 (configuration not stated)	102	-20	-10	2	/	201	/	-11	1	-15	-0.2
CC(C)NC[C@H](O)COc1ccc(CC(N)=O)cc1	102	7	6	5	-3	-24	3	2	/	7	0.5
NC(=O)CC[C@@H]1NC(=O)[C@H](Cc2ccc(O)cc2)NC(=O)c2cc([N+](=O)[O-])cc(F)c2OCC[C@@H](C(N)=O)NC1=O	103	2	-6	1	-23	-18	23	-6	/	-1	0.2
COCCNC(=S)N(c1ccccc1)C(C)C	105	22	-6	2	-19	-2	19	-2	-8	-7	0.1
CCOC(=O)C1=C(C)Nc2nnnn2C1c1cccnc1 (configuration not stated)	97	0	3	12	-6	-6	6	-6	1	-2	-1.7
CCOC(=O)C(C(=O)OCC)C(=O)c1cc(OC)c(OC)c(OC)c1	101	-1	-5	-5	-5	-5	5	6	7	-6	1.5
COc1ccc(C2CC(C)(c3ccc(OC)cc3OC)Nc3ccccc3N2)c(OC)c1 (configuration not stated)	130	21	-8	-10	-6	-2	6	-10	-3	-4	2.7
CCOc1ccc(C(=O)COC(=O)CNC(=O)C2CCCCC2)cc1	97	12	2	-10	4	-3	-4	-2	0	4	-1.7
O=C(NNC(=O)c1ccc(O)cc1O)c1ccc(Cl)cc1	/	22	4	-6	-24	-4	24	-5	1	18	0.5
CCSc1nc2c(c(=O)[nH]c(=O)n2C)n1C/C=C(/C)Cl	97	0	-1	-10	-17	18	17	-6	0	-4	0.3
O=C(O)CSc1nc2ccccc2n1-c1ccccc1	/	22	8	-13	-5	11	5	1	-1	-9	0.2
Cn1c(N)c(C(=O)COC(=O)Cc2cccc(C(F)(F)F)c2)c(=O)n(C)c1=O	123	-13	-9	-19	-14	-13	14	11	-3	5	1.4
COc1ccc(NC(=O)c2ccc(C)cc2)c[n+]1[O-]	99	6	3	3	-7	-7	7	2	-3	/	0.2
CN(Cc1cc(=O)[nH]c2ccccc12)C(=O)c1ccccc1	97	2	-2	2	-25	-11	25	0	9	-1	1.0
O/N=C/c1ccccc1OCc1ccccc1F	101	-7	-2	3	-1	15	1	-5	-2	27	0.1
COc1ccccc1[C@@H]1C(c2cccc(C)c2)=NN(c2ccccc2)[C@H]1C(=O)N1CCOC1=O	98	18	9	8	8	-22	-8	-7	/	3	0.5
COc1cc(CNc2ccccc2SC)cc(OC)c1OC	97	8	-7	-17	59	55	-59	-7	/	-16	9.3
N#CC1=C(N)Oc2cc(O)ccc2C1c1ccc(Br)s1 (configuration not stated)	121	28	-7	1	-17	12	17	-3	9	/	1.8

(list continues)
SMILES	Pemphigus Ab inh	Arr AP2 block	dFosB act	PKA-R1A activ	SR-BI DiI inh	Mot1-301 SUMO	SR-BI uptake up	PKA-R2B act	NSD2 HMT inh	MITF TRPM1 HTS	CDK5 inh
O=C(CSc1nnc(NC2CCCCC2)s1)Nc1ccc2c(c1)C(=O)c1ccccc1C2=O	95	5	-9	-5	73*	-7	-73	-1	2	46	-0.7
Cc1ccc(S(=O)(=O)N(C)CC(=O)NCC(=O)Nc2ccc(F)c(F)c2F)cc1	95	-3	2	-18	-15	-4	15	-5	-2	-3	0.6
Cc1cnc(NC(=O)CSc2nc3ccccc3c(=O)[nH]2)s1	97	-6	-12	-7	-17	-9	17	-5	-2	-6	-0.3
CCOC(=O)C(=NC1CCS(=O)(=O)C1)NNc1ccc(Br)cc1 (configuration not stated)	101	22	-14	4	58	372*	-58	0	2	-2	0.5
Cc1ccnc(NC(=O)c2sc3cc(Cl)ccc3c2Cl)c1	/	6	-1	-1	-2	0	2	-5	-3	29	-0.2
CC(C)CCN1C(=O)c2ccc(-c3nc4ccccc4c(=O)o3)cc2C1=O	80	26	-2	-12	-28	27	28	-9	-1	-2	0.4
CC1CN(C(=O)COC(=O)c2ccc(Cl)c(S(=O)(=O)N3CCCCC3)c2)CC(C)O1 (configuration not stated)	100	-11	-7	4	19	3	-19	-5	4	-7	-0.3
COc1ccc(NC(C)=O)cc1CNC(=O)CN1CCOCC1	92	12	-7	1	1	-9	-1	13	-3	-4	0.8

An unsorted share of the library; overall some 4.7% were active at least once.
